Source: PubChem BioAssay
Jurkat NFkB inh: lowers PMA/ionomycin-induced NF-kB signal in Jurkat cells; inhibition, % at 4 µM; AID 435003; PMA/ionomycin-induced NF-kB luciferase reporter, luminescence; 0.53% of 330,000 active
UBC13 polyUb: inhibitors of human UBC13 polyubiquitin chain formation | P61088 | TR-FRET | inhibition, % at 20 µM | 0.47% of 330,000 active | AID 485273; in the data active = inhibition above about 45%, passing the limit was not always enough; inconclusive = no clear call, values can overlap the other calls
Target sequence (P61088 whole entry, looked up): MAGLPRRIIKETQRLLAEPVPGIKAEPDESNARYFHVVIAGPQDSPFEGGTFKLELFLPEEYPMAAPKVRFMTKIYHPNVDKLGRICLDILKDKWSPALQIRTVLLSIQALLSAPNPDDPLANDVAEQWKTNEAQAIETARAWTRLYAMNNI
HKDC1 inh: HKDC1 (human) hexokinase inhibition. inhibition, % at 20 µM. 0.16% of 340,000 active. Q2TB90. recombinant HKDC1, G6PDH/diaphorase resazurin coupled fluorescence;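 active = inhibition above about 35% when tested at 20 µM, limit read from the data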;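 also: plate controls were DMSO wells with enzyme for no effect and DMSO wells lacking enzyme for full effect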
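Test system: recombinant HKDC1 (HK5) hexokinase enzyme, produced in-house / Doses: 20 µM test compound, 1% DMSO / Timing: 90 min, room temperature / Detection: G6PDH/diaphorase-coupled fluorescence, 1 mM NADP, 100 µM resazurin, 525/613 nm / Control set: DMSO wells with and without enzyme mix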
SENP8 block: blocks the human protease SENP8 | Q96LD8 | purified SENP8, Z-RLRGG-aminoluciferin cleavage, luminescence | inhibition, % at 10 µM | 1.2% of 330,000 active
Target sequence (Q96LD8 whole entry, looked up): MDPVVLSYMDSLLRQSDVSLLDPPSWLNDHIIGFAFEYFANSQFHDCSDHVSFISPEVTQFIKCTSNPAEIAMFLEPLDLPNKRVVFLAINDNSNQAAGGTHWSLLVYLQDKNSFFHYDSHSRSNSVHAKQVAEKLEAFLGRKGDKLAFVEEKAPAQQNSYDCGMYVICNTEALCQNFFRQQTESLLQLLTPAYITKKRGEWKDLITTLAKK
Gli-Sufu antag: antagonists of Gli-Sufu signaling; inhibition, % at 5 µM; Sufu-KO-LIGHT fibroblasts, Gli luciferase reporter luminescence; 0.74% of 340,000 active;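 active = inhibition above about 55%, limit read from the data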;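 also: 0% = DMSO-treated cells and 100% = wells with medium but no cells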
Apaf1 inhib: inhibitors of human Apaf-1 apoptosome; 0.71% of 330,000 active; O14727; inhibition, % at 20 µM; reconstituted apoptosome caspase-3 activity, DEVD-Rh110 fluorescence; active = inhibition of at least 40% at 20 µM;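 also: plate controls were DMSO wells for no effect and DEVD-CHO caspase inhibitor wells for full effect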
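Material: reconstituted apoptosome with Apaf-1, cytochrome c, caspase-9, procaspase-3, dATP / Buffer or medium: pH 7.5 Hepes buffer with CHAPS, BSA, DTT / Also added: cytochrome c with DEVD-Rh110 / Schedule: compound with Apaf-1, dATP, procaspase-3 30 min, then 50 min reaction, room temperature / Technique: rhodamine 110 fluorescence at Ex 480/Em 540 nm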
SENP7 inh: SENP7 protease inhibition. recombinant SENP7, Z-RLRGG-aminoluciferin luminescence, 40 min. 1.5% of 330,000 active. inhibition, % at 5 µM. AID 434973;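 active = inhibition above about 50% at the single test dose, limit read from the data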;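 also: plate controls were DMSO with enzyme for no effect and no enzyme buffer wells for full effect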
Target sequence (Q9BQF6 706-1050 limits assumed): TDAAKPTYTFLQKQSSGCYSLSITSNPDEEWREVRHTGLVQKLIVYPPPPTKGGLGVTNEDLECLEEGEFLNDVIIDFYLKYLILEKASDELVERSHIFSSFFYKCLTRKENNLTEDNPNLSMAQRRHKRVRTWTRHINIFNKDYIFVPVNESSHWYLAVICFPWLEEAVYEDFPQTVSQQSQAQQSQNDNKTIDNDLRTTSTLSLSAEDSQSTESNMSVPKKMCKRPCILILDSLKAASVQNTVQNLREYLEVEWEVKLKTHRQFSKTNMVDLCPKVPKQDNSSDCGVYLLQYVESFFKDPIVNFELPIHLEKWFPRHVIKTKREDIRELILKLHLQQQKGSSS
697 NFkB inh: lowers PMA/ionomycin-induced NF-kB signal in 697 B cells. 697 B-cell NF-kB luciferase reporter, 16 h. inhibition, % at 4 µM. 0.33% of 330,000 active. AID 435022; in the data active = inhibition above about 35%
* marks the source's active call; other numbers are inactive results; ? = inconclusive; · = no result given. Rule as the data show it, unless noted: active = inhibition above about 50%; inactive = the rest.

molecule,Jurkat NFkB inh,UBC13 polyUb,HKDC1 inh,SENP8 block,Gli-Sufu antag,Apaf1 inhib,SENP7 inh,697 NFkB inh
Cc1ccc(C)c(N(C)C(=O)c2ccc3c(=O)n4c(nc3c2)CCCCC4)c1,22,5,3,6,-18,6,4,3
O=C(NCc1ccccc1)C1=C[C@@H](c2ccc3c(c2)OCO3)C[C@@H](OCCCCO)O1,16,2,5,-1,-7,7,-4,11
O=C1CC(c2ccco2)CC2=C1C=Nc1ccccc1N2 (centres undefined),6,1,3,6,9,3,-5,5
COCCNc1nc(N)c([N+](=O)[O-])c(NCc2ccccc2)n1,-9,0,2,-7,1,8,-7,-7
CC(C)OC(=O)CSc1ncnc2c1cnn2-c1ccccc1,-15,16,5,19,-16,-7,52*,19
Cc1ccc(S(=O)(=O)N2[C@@H](c3ccccc3)C(C(=O)O)=CC[C@H]2c2ccc(Cl)cc2)cc1,9,-29,0,-6,-5,25,-7,-6
O=P(Cc1cc(Br)cc(Br)c1OCCO)(c1ccccc1)c1ccccc1,11,7,-1,4,-4,-3,0,-1
CCCCOc1ccc(C(=O)NNC(=O)C2C3CCC(C3)C2C(=O)O)cc1 (centres undefined),-27,4,1,-1,-40,12,-9,-16
Cc1ccc(S(=O)(=O)N(C)c2ccc(OC(=O)CN3C(=O)NC4(CCCC4)C3=O)cc2)cc1,-4,1,-4,-2,0,7,7,3
CCN(Cc1ccncc1)Cc1c(O)ccc2cc(Br)ccc12,4,6,1,5,-3,21,-2,14
Cc1ccc(Cn2c(CCNc3nc(-c4ccc(Cl)c([N+](=O)[O-])c4)cs3)nc3cc(Cl)c(Cl)cc32)cc1,3,-10,7,-6,1,20,6,3
O=C1C[C@@H](c2ccc(O[C@@H]3O[C@H](CO)[C@@H](O)[C@H](O)[C@H]3O)cc2)Oc2cc(O)ccc21,-14,-4,3,-21,-6,4,-12,9
CC(=O)Nc1ccc(S(=O)(=O)NNC(=O)c2cc3c4ccccc4n(C)c3s2)cc1,4,5,12,6,6,8,-5,7
O=C(Nc1ccc2c(c1)OCO2)C1CCN(S(=O)(=O)Cc2ccccc2)CC1,-10,-8,0,-9,13,11,-6,-9
CCOc1ccc(/C=N/N(C)c2ccccc2)cc1OC,-141,-5,1,-16,-16,22,-19,-168
CC1CCCCN1C(=O)COC(=O)CNC(=O)c1sc2ccccc2c1Cl (centres undefined),10,-2,-4,-1,-8,8,-7,-10
Oc1ccccc1C1=Nc2nc3ccccc3n2C(c2ccccc2)C1 (centres undefined),-76,-12,4,59*,-6,12,71*,-154
CC(=O)NCC(=O)OCC(=O)c1ccc(Cl)cc1,6,-14,-8,-11,-15,-2,-4,-7
CC(C)[C@H](NC(=O)[C@@H]1CSC2c3ccccc3C(=O)N21)C(=O)NCC1CCCO1 (some centres undefined),15,4,-6,-7,-2,0,2,8
Cc1nc2ccccc2c(=O)n1/N=C/c1ccc(F)cc1,-28,2,5,-3,-14,4,-9,-4
O=C(c1ccc(Cl)cc1)N1CCCOC1,-2,0,-2,6,3,10,2,-13
CC(=O)Nc1c(O)nc(SCc2ccccc2C#N)[nH]c1=O,8,-3,-11,6,-2,1,6,-30
O=C(CN1C(=O)NC2(CCCC2)C1=O)Nc1ccc(Cl)cc1F,-3,2,-6,-2,29,1,-2,0
Cc1ccc(/C=N\NC(=O)c2cc(OCC(F)(F)F)ccc2OCC(F)(F)F)cc1,25,-5,-5,-6,-2,-4,1,-21
O=C(NCc1ccc(F)cc1)C(c1ccc(F)cc1)N(C(=O)c1csnn1)C1CC1 (centres undefined),-4,-1,3,-3,9,5,4,-2
Cc1cc(C(=O)OCC(=O)NC2CCCCC2C)c2ccccc2n1 (centres undefined),12,13,-5,-4,·,1,5,7
CC(C)(C)c1nnc(NC(=O)Nc2ccc(Cl)cc2)s1,-90,-4,-5,2,-33,-7,-2,-120
Cc1ccc(C(=O)NCC(=O)OCC(=O)Nc2ccccc2C#N)s1,-5,-7,-8,-11,0,4,-11,10
COc1cc(/C=C/C(=O)Nc2cccc(S(=O)(=O)NC3=NCCCCC3)c2)ccc1OCC#N,23,-4,10,-8,44,5,-4,28
C/C(CC1(O)C(=O)Nc2ccccc21)=N\O (centres undefined),-18,-16,-2,-8,-7,17,-3,-20
NC(=S)N/N=C/c1ccc2ccccc2c1,-24,-23,-11,-11,-13,12,-3,-47
O=S(=O)(Cc1ccc(Cl)cc1)N1CCCCCC1,6,5,4,-9,0,-7,-11,6
O=C(NCCn1cccn1)C1CCC(=O)N(CCc2ccccc2)C1 (centres undefined),17,0,-7,-1,-7,-11,0,18
O=C(O)/C=C/C(=O)NC1CCCCCCCCCCC1,3,-2,-4,4,-18,-1,5,9
CCCNC(=S)Nc1ccc(F)cc1F,1,7,-6,-7,8,-11,0,8
CCOC(=O)CCN(Cc1cccs1)S(=O)(=O)c1ccc(F)cc1,15,12,-11,-5,8,-16,14,11
COc1ccc(CCN2C(=O)CCC2(C)C(=O)NCc2cccnc2)cc1OC (centres undefined),-10,-18,-6,4,5,-3,-3,-8
Cc1cccnc1NC(=O)Cn1nc(C)c([N+](=O)[O-])c1C,-4,7,-4,-8,-2,-11,-2,1
Cc1ccc(C)c(N2CCN(c3nc4ccccc4c(=O)n3Cc3ccccc3)CC2)c1,8,0,2,8,55,13,7,-4
Cc1sc2ncnc(N[C@@H](Cc3ccccc3)C(=O)O)c2c1C,-19,-5,0,-10,-1,7,-5,3
OC(CCN1CCCCC1)c1ccc(-c2ccccc2)cc1 (centres undefined),-52,10,-3,3,8,-2,-2,2
COc1ccc(CC(=O)NCc2nnc(SCC(=O)Nc3nccs3)n2-c2ccccc2)cc1,-27,-9,4,-11,-15,10,-8,-10
COCCN(CC(=O)NCc1ccccc1)C(=O)CCC(=O)Nc1nccs1,5,2,-2,-3,-5,-10,2,12
CCC1=C/C(=C/c2sc3ccccc3[n+]2CC)CC(C)(C)C1,17,-2,2,4,24,-4,7,4
O=C1CSc2ccc(C(=O)Nc3cccc(S(=O)(=O)Nc4ccc(Br)cc4)c3)cc2N1,15,1,5,-4,42,13,4,2
CCOC(=O)C1CCN(C2=C(NS(=O)(=O)c3ccc(Cl)cc3)C(=O)c3ccccc3C2=O)CC1,4,-46,16,15,12,14,11,20
CCNC(=O)NC(=O)C(C)OC(=O)c1cccn1C (centres undefined),-6,3,-10,5,-2,-9,3,8
CS(=O)(=O)c1ccc(Cl)c(NC(=O)COC(=O)c2c(Cl)cccc2Cl)c1,-13,-2,-1,-11,6,-18,-9,-6
CC(C)(C)OC(=O)C[C@H]1C/C=C\C[C@@H](CC(=O)N[C@@H](CO)Cc2ccccc2)C(=O)NC[C@@H](c2ccccc2)OC1=O,-1,17,-5,4,-5,-14,1,5
CS(=O)(=O)Nc1ccc2c3c(cccc13)CC2,4,2,2,-2,22,-5,2,4
O=C(CCC1CCCN(C(=O)c2ccc3c(c2)OCO3)C1)N1CCN(c2ccccn2)CC1 (centres undefined),4,4,-12,2,5,3,7,-13
CC(=O)Nc1ccc(Nc2ncnc3ccccc23)cc1,-15,-6,·,-8,·,4,-4,-17
c1ccc(-c2nn3c(Cn4nnc5ccccc54)nnc3s2)nc1,-2,-2,-3,-4,0,-4,-6,9
COc1cc(OC)cc(C(=O)NCC(=O)OCc2nc3ccccc3s2)c1,-115,0,-2,10,-17,6,9,-126
CCCC(c1nnnn1C(C)(C)C)N1CCN(Cc2ccccc2)CC1 (centres undefined),-14,5,-8,-1,22,4,7,5
O=C(CSc1nc2c(c(=O)n1-c1ccc(F)cc1)SCC2)N1CCCC1,-2,-13,-3,-5,-11,5,-9,2
O=C(OCc1ccccc1F)c1cc2ccccc2cc1O,4,?,0,-3,9,3,3,0
CC(C)C(=O)NNC(=O)c1c(O)c2ccccc2[nH]c1=O,3,4,-8,0,-2,-9,4,7
O=C(c1ccc(Cl)c(S(=O)(=O)N2CCCCCC2)c1)N1CCCC1,-7,-7,-2,-8,8,13,-9,1
Cc1ccccc1C(=O)OCCN(C)Cc1ccccc1,-25,10,-9,-3,6,-1,1,15

The list goes on; it opens with the two that closed the last part.
molecule,Jurkat NFkB inh,UBC13 polyUb,HKDC1 inh,SENP8 block,Gli-Sufu antag,Apaf1 inhib,SENP7 inh,697 NFkB inh
O=C(c1ccc(Cl)c(S(=O)(=O)N2CCCCCC2)c1)N1CCCC1,-7,-7,-2,-8,8,13,-9,1
Cc1ccccc1C(=O)OCCN(C)Cc1ccccc1,-25,10,-9,-3,6,-1,1,15
CCC1(CC)Cc2ccccc2C(Nc2c(C)n(C)n(-c3ccccc3)c2=O)=N1,14,7,-3,-2,-17,-8,5,6
Cc1cc2nnc(SCC(=O)N(C)C3CCS(=O)(=O)C3)n2c2ccccc12 (centres undefined),6,0,4,2,-2,-11,-1,6
COc1ccc(OC)c(C(=O)CSc2nnc(-c3cccs3)o2)c1,41,6,-3,-5,14,38,9,-4
Cc1c(-c2ccc(Br)cc2)nc2ccccn12,-100,9,-6,88*,-29,12,90*,-134
CN(C)CCn1nnnc1SCC1=C(C(=O)O)N2C(=O)[C@@H](NC(=O)Cc3csc(N)n3)[C@H]2SC1,5,-10,8,3,-1,-1,7,8
Cc1nc2ccc(NC(=O)c3cccs3)cc2c(=O)n1Cc1ccc(Cl)cc1,25,-4,2,-2,8,17,-2,-28
O=C(c1ccccc1NS(=O)(=O)c1cccc2cccnc12)N1CCOCC1,-11,-10,-16,-6,-2,-8,-3,-22
NC(=O)CN1C(=O)NC2(CCCc3ccccc32)C1=O (centres undefined),7,-2,0,4,-8,-21,3,23
Cc1ccc(C(=O)N/C(=C\c2ccco2)C(=O)NCCN2CCCCC2)cc1C,3,-6,-3,0,5,1,5,12
C=CCn1c(SCc2nc3cc(C(=O)OC)ccc3c(=O)[nH]2)nc2sc(CC)cc2c1=O,6,-5,-1,8,0,-6,9,-8
CCN(CC(=O)NCc1cccs1)C(=O)Cc1ccc(C)c(C)c1,-2,-10,-5,-17,-3,12,-7,17
CC(=O)c1cccc(NC(=O)CN2C(=O)c3cccnc3Oc3ccc(Cl)cc32)c1,6,-6,-2,-14,5,22,-16,-34
O=C(/C=C/c1ccco1)Oc1cccc2cccnc12,3,0,8,-5,0,-3,2,1
CC(C)N(C(=O)Cn1c(=O)oc2ccccc21)c1ccccc1,12,9,1,-2,-2,-9,-11,18
COc1cccc(NC(=O)NC(C)C2CC3CCC2C3)c1 (centres undefined),2,4,-7,1,-16,-8,-1,-9
Nc1ccc(Cc2ccccn2)cc1,-11,-12,-5,-11,-11,7,-3,6
O=C(c1ccccn1)N1N=C2/C(=C/c3ccccc3)CCCC2C1c1ccccc1 (centres undefined),-13,-6,1,-12,17,13,-3,-11

Some of these compounds in order of the UBC13 polyUb value, low to high:
SMILES,Jurkat NFkB inh,UBC13 polyUb,HKDC1 inh,SENP7 inh,697 NFkB inh
CCN(CC(=O)NCc1cccs1)C(=O)Cc1ccc(C)c(C)c1,-2,-10,-5,-7,17
CC(=O)c1cccc(NC(=O)CN2C(=O)c3cccnc3Oc3ccc(Cl)cc32)c1,6,-6,-2,-16,-34
C=CCn1c(SCc2nc3cc(C(=O)OC)ccc3c(=O)[nH]2)nc2sc(CC)cc2c1=O,6,-5,-1,9,-8
Cc1nc2ccc(NC(=O)c3cccs3)cc2c(=O)n1Cc1ccc(Cl)cc1,25,-4,2,-2,-28
Cc1cc2nnc(SCC(=O)N(C)C3CCS(=O)(=O)C3)n2c2ccccc12 (centres undefined),6,0,4,-1,6
